tim23-1 inh – inhibits growth of tim23-1 mutant yeast; hit rate 1.3% among 330,000; AID 463212; S. cerevisiae tim23-1 growth, BacTiter-Glo luminescence, 24 h; inhibition, % at 20 µM;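 active = growth inhibition of the mutant yeast at or above 50%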;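 note: temperature-sensitive mutant grown at 25 °C; plate controls were DMSO-treated mutant yeast for no effect and medium wells lacking yeast for full effect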
XBP1 UPR activ – activators of adaptive arm of unfolded protein response (XBP1); hit rate 0.33% among 330,000; activation, % at 20 µM; AID 463104; CHO-XBP1 luciferase reporter, IRE1-XBP1 UPR activation, luminescence; percent of tunicamycin response, DMSO as zero;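 active = versus positive control, 20 µM dose yields 30% or more activation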;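 note: 100% = tunicamycin at 10 µg/mL and 0% = DMSO only wells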
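Assay system: IRE1-XBP1 luciferase reporter CHO line. Input: 1000 cells/well. Buffer or medium: F12 with 10% serum. Doses: 20 µM, 1% DMSO. Times: overnight seeding at 37 °C, 6 h compound treatment at 37 °C. Technique: Steady-Glo luciferase glow luminescence, 10 min after reagent addition.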
CXCR6 block – CXCR6 (human) receptor inhibition; O00574; CHO-K1 PathHunter CXCR6 beta-arrestin, luminescence; inhibition, % at 20 µM; hit rate 0.36% among 360,000; AID 602244; in the data active = inhibition above about 34%, passing the limit was not always enough;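 note: antagonist mode with CXCL16 agonist at 10 nM final; 0% = 10 nM CXCL16 with DMSO and 100% = unstimulated wells without agonist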
Target sequence (O00574 whole entry, looked up): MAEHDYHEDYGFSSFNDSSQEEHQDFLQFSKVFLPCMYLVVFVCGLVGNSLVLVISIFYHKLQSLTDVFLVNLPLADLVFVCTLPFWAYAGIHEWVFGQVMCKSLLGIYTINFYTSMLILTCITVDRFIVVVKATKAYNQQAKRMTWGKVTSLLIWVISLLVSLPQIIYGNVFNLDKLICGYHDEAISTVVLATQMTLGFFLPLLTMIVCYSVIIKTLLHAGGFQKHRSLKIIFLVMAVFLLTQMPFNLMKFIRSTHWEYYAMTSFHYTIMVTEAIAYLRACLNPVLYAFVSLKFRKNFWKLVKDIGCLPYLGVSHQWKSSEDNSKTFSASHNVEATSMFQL
APJ ag – activates the human apelin receptor APJ. hit rate 0.11% among 330,000. CHO-K1 APJ PathHunter beta-arrestin, luminescence; 0% DMSO wells, 100% apelin. P35414. activation, % at 20 µM;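 active = activation more than six SD over the plate average, tested at 20 µM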;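 note: 0% = DMSO alone and 100% = apelin-13 at 10 nM; some results filed as inactive read as strong as hits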
Target sequence (P35414 whole entry, looked up): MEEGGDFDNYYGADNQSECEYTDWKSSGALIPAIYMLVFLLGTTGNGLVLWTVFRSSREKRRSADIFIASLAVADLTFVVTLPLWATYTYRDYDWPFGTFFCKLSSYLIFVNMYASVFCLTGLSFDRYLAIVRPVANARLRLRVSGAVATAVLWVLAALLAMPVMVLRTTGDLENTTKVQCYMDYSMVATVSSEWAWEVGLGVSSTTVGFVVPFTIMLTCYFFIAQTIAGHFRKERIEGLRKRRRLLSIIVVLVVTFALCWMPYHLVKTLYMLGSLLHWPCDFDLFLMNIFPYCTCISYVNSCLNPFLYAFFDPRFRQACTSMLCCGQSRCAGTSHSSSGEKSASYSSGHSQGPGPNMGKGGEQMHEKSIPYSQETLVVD
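Assay system: engineered CHO-K1 APJ arrestin reporter cells; Amount: 1000 CHO-K1 reporter cells seeded per well; Dosing: one dose, 20 µM compound, 1% DMSO; Times: compound stimulation 90 min at 25 °C, detection 60 min; Measured by: luminescent beta-gal fragment complementation, chemiluminescent substrate; Read-out: APJ–arrestin association signal; Controls: DMSO vs Apelin-13 10 nM.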
Mdm2-MdmX inh – human Mdm2/MdmX binding inhibition; SaOS-2 split-luciferase Mdm2/MdmX complementation, luminescence; hit rate 3% among 330,000; inhibition, % at 8 µM; O15151+Q00987;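 active = inhibition of at least 50% at 8 µM in the primary screen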
EBI2 antag – blocks human EBI2 receptor beta-arrestin signaling | EBI2 beta-arrestin recruitment, luminescence, 7a,25-OHC stimulated | AID 651636 | hit rate 0.81% among 360,000 | inhibition, % at 5 µM | P32249; in the data active = inhibition above about 38%;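 note: enzyme fragment complementation signal reports receptor beta-arrestin coupling in cells; 0% = agonist plus DMSO wells and 100% = wells without agonist; some results beyond the cut were filed as inactive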
Target sequence (P32249 whole entry, looked up, the tested form may be a part): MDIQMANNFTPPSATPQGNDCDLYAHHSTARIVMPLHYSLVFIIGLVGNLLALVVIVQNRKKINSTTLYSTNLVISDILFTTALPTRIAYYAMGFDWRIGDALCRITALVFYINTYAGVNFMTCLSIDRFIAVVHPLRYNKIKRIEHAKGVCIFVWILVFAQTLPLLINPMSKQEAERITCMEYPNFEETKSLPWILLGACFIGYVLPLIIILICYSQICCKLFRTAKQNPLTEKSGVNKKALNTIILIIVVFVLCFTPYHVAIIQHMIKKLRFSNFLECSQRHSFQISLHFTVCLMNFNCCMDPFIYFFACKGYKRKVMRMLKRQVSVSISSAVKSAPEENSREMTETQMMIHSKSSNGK
UPR CHOP act – apoptotic UPR (CHOP) activation | CHO-CHOP luciferase reporter, luminescence; percent of tunicamycin response over DMSO baseline | activation, % at 10 µM | hit rate 0.34% among 330,000;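 active = at 10 µM dose, activation of 40% or more, normalized to positive control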;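 note: 100% = tunicamycin at 10 µg/mL and 0% = DMSO alone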
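Assay system: CHO cells with stable CHOP pathway luciferase reporter; Buffer or medium: F12 plus 10% serum; Times: 16-18 h cell attachment, then 6 h compound exposure, 37 °C; Signal: luciferase luminescence; Read-out basis: percent activation relative to tunicamycin control; Control set: tunicamycin high control, DMSO low control.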
APJ antag – antagonists of human APJ apelin receptor; P35414; CHO-K1 APJ beta-arrestin complementation, luminescence; inhibition, % at 20 µM; hit rate 0.32% among 330,000; AID 2521;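 active = inhibition above about 40% at 20 µM, limit read from the data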;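 note: cells challenged with 10 nM apelin-13 agonist together with compound; plate controls were apelin-13 plus DMSO wells for no effect and DMSO wells lacking apelin-13 for full effect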
CCR6 antag – blocks CCL20-driven beta-arrestin recruitment at human CCR6; inhibition, % at 20 µM; CHO-K1 CCR6 PathHunter beta-arrestin, luminescence, CCL20-stimulated; AID 493098; hit rate 0.49% among 340,000;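 active = compounds whose inhibition of the agonist-driven luminescence signal at 20 µM reaches about 50%, limit read from the data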;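 note: cells stimulated with CCL20 at 14 nM final; plate controls were DMSO with CCL20 for no effect and DMSO without agonist for full effect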
* = called active by the depositor; x = not tested or not shown.

SMILES	tim23-1 inh	XBP1 UPR activ	CXCR6 block	APJ ag	Mdm2-MdmX inh	EBI2 antag	UPR CHOP act	APJ antag	CCR6 antag
CC(=O)N1CN(C(C)=O)CN(C(C)=O)C1	7	2	3	1	0	-8	-2.0	11	5
CCOc1cc(C)cc2oc(=O)c3c(c12)CCCC3	20	1	1	-6	0	5	-0.9	-10	5
CNP1(NC)=Nc2nn(-c3ccccc3)c(N)c2C(c2ccccc2)=N1	13	-5	-1	-2	1	-8	-0.5	-15	-2
CCN1C(=O)NC(=O)/C(=C\c2cn(CC(=O)O)c3ccccc23)C1=O	12	-3	x	-6	21	x	0.6	-1	x
COc1ccc(C(=O)C2CN(C)CC2C(=O)c2ccc(OC)cc2)cc1 (configuration not stated)	7	-4	4	-6	17	-2	-1.5	-16	18
CN1CC[C@]23c4c5ccc(OC6OC(C(=O)O)[C@@H](O)C(O)[C@H]6O)c4OC2C(O)C=CC3[C@H]1C5 (some centres not stated)	-9	-1	12	1	14	-4	1.5	16	3
O=C(c1c[nH]c2ccc(S(=O)(=O)N3CCC4(CC3)OCCO4)cc2c1=O)N1CCC2(CC1)OCCO2	19	-3	1	0	33	-2	2.5	3	-3
C=CCOC(=O)C1=C(C)OC(N)=C(C#N)C12C(=O)N(CN1CCOCC1)c1ccccc12 (configuration not stated)	12	0	-2	4	-24	-5	3.5	-7	7
COc1ccc(-c2cc(=Nc3ccccc3)c3cc(C)ccc3o2)cc1	42	-1	5	-5	-94	8	2.8	-2	10
CN1C(=O)NC(=O)/C(=C\C=C\c2ccccc2[N+](=O)[O-])C1=O	27	-6	x	2	32	x	203*	-22	41
Cn1cccc1CN1CCN(C(=O)COc2ccccc2)CC1	-4	1	3	-3	2	13	-5.6	12	-18
CCCCNC(C)Cc1ccccc1 (configuration not stated)	-1	-3	0	-2	-3	3	-0.9	0	1
COC(=O)C1=C(c2ccc(OC)c(OC)c2)C[C@@H]2CC[C@H]1N2C(=O)NCc1ccc(F)cc1	13	0	3	-4	7	-4	3.1	3	6
CCn1c(NN=O)nc2ccccc21	4	5	9	-6	77*	8	11	12	8
Cc1nnc2n1-c1ccc(Br)cc1C(c1ccccc1Cl)=NC2	-8	2	3	-1	27	8	-2.9	-5	3
O=c1oc2ccccc2c(O)c1[C@H]1c2ccc(O)cc2Oc2c1c(=O)oc1ccccc21	57*	-5	-12	-1	13	-2	-1.2	-14	0
O=P(N[C@@H](c1ccccc1)[C@@H]1C[C@H]1CO)(c1ccccc1)c1ccccc1	18	1	1	-4	18	-7	0.9	-19	8
Cc1cccc(-n2c(O)c(C=NCc3cccnc3)c(=O)[nH]c2=O)c1C	3	-2	-4	0	9	-7	-2.9	-16	6
NNP(=O)(CC(=O)c1ccccc1)c1ccccc1 (configuration not stated)	-22	-3	9	-3	14	-4	0.1	-19	16
O=C(N/N=C/c1c(O)n(CCc2ccccc2)c(=O)[nH]c1=O)c1ccccc1O	1	-1	5	-6	-2	12	0.2	7	9
COc1ccccc1CN1CCN(C(=O)COc2ccccc2)CC1	-15	2	-11	4	-23	12	-2.5	5	19
Cc1ccccc1-n1c(O)c(C=Nc2ccc(N(C)C)cc2)c(=O)[nH]c1=O	18	-3	-13	1	15	-10	0.5	-2	-5
CCCCC(C)C(OC(=O)CC(CC(=O)O)C(=O)O)C(CC(C)CC(O)CCCCC(O)CC(O)C(C)N)OC(=O)CC(CC(=O)O)C(=O)O (configuration not stated)	7	-2	1	-3	4	-16	0.3	3	13
O=C(Nc1ccc(Br)cc1)N1C[C@H]2C[C@@H](C1)c1cccc(=O)n1C2	-11	-4	-1	-2	10	-6	-1.0	-70	2
CC[C@H]1CN2CCC1C[C@H]2[C@H](O)c1ccnc2ccc(OC)cc12 (some centres not stated)	-5	-9	8	-2	8	-3	-1.9	-8	6
CC(=O)O[C@@H]1/C=C/[C@](C)(O)C[C@@H](C)C/C=C/[C@H]2[C@H](O)C(C)=C(C)[C@H]3[C@H](Cc4ccccc4)NC(=O)[C@@]123	9	0	x	-1	72*	x	4.0	8	4
O=c1c2ccccc2nc(-c2ccc(Cl)cc2Cl)n1-c1ccncc1	36	1	-1	1	16	-8	-0.5	-15	-11
O=C1NC(=O)C(=Cc2ccc(SC3CCCCC3)o2)C(=O)N1	43	1	-8	0	-9	-14	1.6	13	6
Cc1cc(/C=C2\C(=O)NC(=O)N(Cc3ccco3)C2=O)c(C)n1-c1ccc(C(=O)O)cc1	14	1	6	-7	-10	0	-0.5	-24	12
O=C(Nc1nccs1)C(Cl)(Cl)Cl	37	7	12	5	-2	-12	-0.7	-6	3

Shown in markdown: entries from further up
| molecule | tim23-1 inh | XBP1 UPR activ | CXCR6 block | APJ ag | Mdm2-MdmX inh | EBI2 antag | UPR CHOP act | APJ antag | CCR6 antag |
| --- | --- | --- | --- | --- | --- | --- | --- | --- | --- |
| O=C(N/N=C/c1c(O)n(CCc2ccccc2)c(=O)[nH]c1=O)c1ccccc1O | 1 | -1 | 5 | -6 | -2 | 12 | 0.2 | 7 | 9 |
| COc1ccccc1CN1CCN(C(=O)COc2ccccc2)CC1 | -15 | 2 | -11 | 4 | -23 | 12 | -2.5 | 5 | 19 |
| Cc1ccccc1-n1c(O)c(C=Nc2ccc(N(C)C)cc2)c(=O)[nH]c1=O | 18 | -3 | -13 | 1 | 15 | -10 | 0.5 | -2 | -5 |
| CCCCC(C)C(OC(=O)CC(CC(=O)O)C(=O)O)C(CC(C)CC(O)CCCCC(O)CC(O)C(C)N)OC(=O)CC(CC(=O)O)C(=O)O (configuration not stated) | 7 | -2 | 1 | -3 | 4 | -16 | 0.3 | 3 | 13 |
| O=C(Nc1ccc(Br)cc1)N1C[C@H]2C[C@@H](C1)c1cccc(=O)n1C2 | -11 | -4 | -1 | -2 | 10 | -6 | -1.0 | -70 | 2 |
| CC[C@H]1CN2CCC1C[C@H]2[C@H](O)c1ccnc2ccc(OC)cc12 (some centres not stated) | -5 | -9 | 8 | -2 | 8 | -3 | -1.9 | -8 | 6 |
| CC(=O)O[C@@H]1/C=C/[C@](C)(O)C[C@@H](C)C/C=C/[C@H]2[C@H](O)C(C)=C(C)[C@H]3[C@H](Cc4ccccc4)NC(=O)[C@@]123 | 9 | 0 | x | -1 | 72* | x | 4.0 | 8 | 4 |
| O=c1c2ccccc2nc(-c2ccc(Cl)cc2Cl)n1-c1ccncc1 | 36 | 1 | -1 | 1 | 16 | -8 | -0.5 | -15 | -11 |
| O=C1NC(=O)C(=Cc2ccc(SC3CCCCC3)o2)C(=O)N1 | 43 | 1 | -8 | 0 | -9 | -14 | 1.6 | 13 | 6 |

Additional results.
SMILES	tim23-1 inh	XBP1 UPR activ	CXCR6 block	APJ ag	Mdm2-MdmX inh	EBI2 antag	UPR CHOP act	APJ antag	CCR6 antag
NCCc1c[nH]c2ccc(OCc3ccccc3)cc12	28	-1	3	-1	34	0	0.4	5	9
CC(C)N1C(=O)CC2(CC[N+](C)(CCOC(=O)C(O)(c3ccccc3)c3ccccc3)CC2)C1=O (configuration not stated)	8	4	-9	-6	4	-3	-0.2	9	8
COC(=O)C1=C(c2ccc(OC)c(OC)c2)C[C@@H]2CC[C@H]1N2C(=O)N1CCC(O)CC1	-6	-2	1	-6	2	8	-0.2	2	14
CN(C)CCCN=Cc1c(O)n(Cc2ccco2)c(=O)[nH]c1=O	8	-2	-1	-3	16	-5	2.4	5	-16
Cc1cccc(-n2c(-c3cccs3)nc3ccccc3c2=O)c1	27	5	9	-4	-3	9	-0.7	13	9
N#Cc1ccc(NC(=O)CN2C(=O)NC3(CCCCCCC3)C2=O)cc1Cl	8	-6	-7	-4	-7	11	-0.5	-2	1
Cc1cc(C)c(N=Cc2c(O)[nH]c(=O)[nH]c2=O)c(C)c1	3	-2	-4	-1	18	-20	-1.6	4	-8
CC1CCN(C(=O)COC(=O)c2cn(C)c3ccccc23)CC1	32	-1	5	-1	16	-1	-1.9	15	22
O=[N+]([O-])c1ccc(CNCCc2ccccc2)cc1	6	-2	2	-4	11	16	2.5	18	14
O=C(CNC1CCCCC1)N1CCC2(CC1)OCCO2	13	-1	6	-2	5	-5	-1.5	4	-2
N#CCCn1cc(C=C2C(=O)NC(=O)NC2=O)c(-c2ccccc2)n1	21	-2	6	-2	-12	-6	-0.3	-12	2
CCC1(c2ccccc2)C(=O)NC(=O)NC1=O	-12	-1	-6	-1	6	2	-0.5	4	5
CN1CCc2nc3sc(C(=O)NC4CC4)c(N)c3cc2C1	-19	0	-12	0	4	-7	2.5	4	-14
O=C/C=C/c1ccccc1	9	-3	2	-4	-16	-2	-0.5	2	7
Nc1ccccc1C(=O)OCC(=O)N1CCc2ccccc21	2	4	-6	-1	-153	-15	5.4	10	6
CCN1CCN(C(=O)Cc2ccccc2OC)CC1	-12	1	-2	-2	-19	-5	2.4	4	-12
Cc1cc(C(=O)N=Nc2c(O)n(C)c3ccccc23)c(C)o1	6	-3	2	-5	-109	3	2.3	10	5
CC1CCN(c2cc(Br)c([N+](=O)[O-])cc2F)CC1	19	0	-7	-3	12	5	0.7	9	14
CCN(C(=O)COC(=O)c1cc(C)n(C2CC2)c1C)c1ccccc1	19	-1	12	-2	-1	-12	-1.6	4	17
COc1cc(Br)cc(CN2CCN(C)CC2)c1O	-5	-2	3	-2	-3	-7	0.3	-7	4
CC12CN3CC(C)(CN(C1)C3c1cccs1)C2O (configuration not stated)	-3	-4	2	-3	6	2	0.8	-12	4
CCOc1ccc(N2C(=O)NC(=O)/C(=C\c3ccc(N4CCOCC4)cc3C)C2=O)cc1	5	-2	8	-2	26	-4	0.8	13	-4
O=C1NC(=O)N(c2ccc3c(c2)OCO3)C(=O)/C1=C/c1ccc(N2CCCCC2)o1	22	5	29	2	-28	-12	-1.4	18	13
COC(=O)C1=C(c2cccc(OCc3ccccc3)c2)C[C@@H]2CC[C@H]1N2C(=O)NCc1ccc(Br)cc1	24	-3	10	-5	30	19	3.5	9	14
Cc1c(CC(=O)N2C[C@H]3C[C@@H](C2)c2cccc(=O)n2C3)c(=O)oc2c(C)c(O)ccc12	11	-3	-7	-4	1	0	2.8	-61	-11
O=C(c1cc(-c2ccc(Cl)cc2)n(-c2ccc(Cl)cc2Cl)n1)N1CCOCC1	33	0	0	-1	10	-10	-1.7	4	6
CC(O)(CS(=O)(=O)c1ccc(F)cc1)C(=O)Nc1ccc(C#N)c(C(F)(F)F)c1 (configuration not stated)	-3	-9	x	0	1	x	0.2	-10	x
Fc1ccc(CCNCc2ccc(Br)cc2)cc1	-14	-1	-5	-2	-1	4	-0.8	13	11
CCC(=NCC1CCCO1)c1c(O)n(-c2ccc(OC)cc2)c(=O)[nH]c1=O (configuration not stated)	16	2	-8	1	13	1	1.8	-6	-6

The list is partial; rates above refer to the full screens.
